Bioassay records deposited in PubChem BioAssay by several laboratories.
CSN deneddyl inh = inhibitors of CSN-mediated cullin deneddylation, primary screen, biochemical, fluorescence polarization, uHTS; COP9 signalosome complex subunit 5 (Homo sapiens), Q92905; Purified CSN, SCF-Nedd8-OG deneddylation; inhibition, % at 12.5 µM; 360,000 tested, 0.38% active; AID 651999, 2013;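 active = pattern-corrected inhibition above about 35%, with an unprinted fluorescence ratio check between 0.5 and 1.5, limit read from the data, passing the limit was not always enough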;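 note: 0% = enzyme with substrate and 100% = substrate without enzyme; some results filed as inactive read as strong as hits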
Target sequence (Q92905 whole entry, looked up, one chain of several): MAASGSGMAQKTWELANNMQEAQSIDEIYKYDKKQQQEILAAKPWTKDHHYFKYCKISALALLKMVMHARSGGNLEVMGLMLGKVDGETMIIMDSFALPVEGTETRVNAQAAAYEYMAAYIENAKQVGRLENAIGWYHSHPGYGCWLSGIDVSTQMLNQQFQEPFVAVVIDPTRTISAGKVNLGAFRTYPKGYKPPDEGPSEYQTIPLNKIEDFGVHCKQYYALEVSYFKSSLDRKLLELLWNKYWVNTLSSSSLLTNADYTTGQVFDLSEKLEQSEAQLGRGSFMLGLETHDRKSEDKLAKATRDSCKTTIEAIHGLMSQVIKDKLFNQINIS
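Assay system: purified human Csn5 enzyme expressed in HEK293T cells; measure: % inhibition; also added: SCFSkp2-Nedd8OG substrate at 10 nM final; technique: fluorescence polarization; times: reaction 90 min, room temperature; medium: Tris buffer pH 7.5, NaCl, DTT, Tween-20, trehalose, ovalbumin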
MsrA inhibitor = bovine MsrA enzyme inhibitors, primary screen, biochemical, absorbance, HTS | purified bovine MsrA, absorbance read-out | inhibition, % at 15.5 µM | 360,000 tested, 0.75% active | AID 651718, 2012; in the data active = inhibition above about 4.5%;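 note: 0% = vehicle wells with enzyme and 100% = reference inhibitor wells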
MT1-MMP act inh = blockers of MT1-MMP proenzyme processing, primary screen, HT1080 RFP-PRO-GFP cells, GFP/RFP fluorescence | GFP/RFP ratio change, % at 20 µM | Matrix metalloproteinase-14 (Homo sapiens), P50281 | AID 651647, 2012 | 360,000 tested, 0.061% active | GFP/RFP ratio fluorescence, overnight; percent of plate control window, DMSO zero;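 active = GFP/RFP ratio change of at least 30% with cell ATP level not reduced by more than half and red fluorescence within 50% of control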; note: strong numbers were not always called active
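Assay system – RFP-PRO-GFP reporter HT1080 cells · Compound dosing – single dose of 20 µM compound, 1% DMSO final · Incubation – overnight compound exposure at 37 °C · Measure – GFP/RFP fluorescence ratio · Benchmarks – DMSO wells and RFP-L50D-GFP cells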
The depositor's hits bear a star. Some of the compounds tested (hit frequency here may not be typical).

[1] Cn1cnc(CCNC(=O)C[C@H]2CC[C@@H]3[C@H](COC[C@H](O)CN3C(=O)C3CCCC3)O2)c1
[2] CC1(C)CC(Cc2ccccc2C(F)(F)F)N(C(=O)OC(C)(C)C)C1 (stereo unspecified)
[3] O=C(C[C@@H]1CC[C@@H]2[C@H](COC[C@H](O)CN2CCC(F)(F)F)O1)NCc1ccc2c(c1)OCO2
[4] CCCCNC(=O)c1nc(-c2ccncc2)oc1-c1ccc(OC(F)(F)F)cc1
[5] O=C1c2c(-c3ccc(Br)cc3)noc2CCN1Cc1cn(-c2ccc(Cl)cc2)nn1
compound no. | 1 | 2 | 3 | 4 | 5
CSN deneddyl inh | 4 | -2 | -8 | 0 | -3
MsrA inhibitor | -0.1 | -0.4 | 0.2 | -1.0 | -0.3
MT1-MMP act inh | -2 | -1 | -2 | -1 | 6

Screen by screen, as entered above.
Entries 1 to 5 in MT1-MMP act inh: -2, -1, -2, -1, 6
Entries 1 to 5 in CSN deneddyl inh: 4, -2, -8, 0, -3
Entries 1 to 5 in MsrA inhibitor: -0.1, -0.4, 0.2, -1.0, -0.3

More results:
[6] CCOC(=O)[C@]12CCCC=C1N(Cc1ccccc1)C(=O)[C@H](CC(=O)NCc1ccc(OC)c(OC)c1)C2
[7] COC1=CC(=O)OC(c2cccc(OC)c2)C1 (stereo unspecified)
[8] COC(=O)[C@@]12C[C@@H](CC(=O)NCc3cccc4ccccc34)C(=O)N(Cc3ccco3)C1=CCC(C)(C)C2
[9] COC(=O)C[C@@H]1CC[C@H](NC(=O)c2cnccn2)[C@@H](CO)O1
[10] CCOC(=O)[C@]12CCCC=C1N(CCc1ccc(OC)c(OC)c1)C(=O)[C@H](CC(=O)N1CCSCC1)C2
compound no. | 6 | 7 | 8 | 9 | 10
CSN deneddyl inh | 7 | -8 | 0 | 0 | -5
MsrA inhibitor | -0.6 | -0.5 | -0.1 | -1.4 | 0.4
MT1-MMP act inh | 3 | 0 | -2 | 4 | 3

Compound profiles, from the list above. Order of screens: CSN deneddyl inh	MsrA inhibitor	MT1-MMP act inh
O=C(C[C@@H]1CC[C@@H]2[C@H](COC[C@H](O)CN2CCC(F)(F)F)O1)NCc1ccc2c(c1)OCO2 across the screens: -8	0.2	-2
CC1(C)CC(Cc2ccccc2C(F)(F)F)N(C(=O)OC(C)(C)C)C1 (stereo unspecified) across the screens: -2	-0.4	-1
Cn1cnc(CCNC(=O)C[C@H]2CC[C@@H]3[C@H](COC[C@H](O)CN3C(=O)C3CCCC3)O2)c1 across the screens: 4	-0.1	-2
O=C1c2c(-c3ccc(Br)cc3)noc2CCN1Cc1cn(-c2ccc(Cl)cc2)nn1 across the screens: -3	-0.3	6
CCCCNC(=O)c1nc(-c2ccncc2)oc1-c1ccc(OC(F)(F)F)cc1 across the screens: 0	-1.0	-1

(listing goes on)
[11] O=C(C[C@@H]1CC[C@@H]2[C@H](COC[C@H](O)CN2C(=O)Nc2ccc(F)cc2)O1)NCCc1ccncc1
[12] COc1cccc(OC)c1C(=O)NCCNc1nc2cc(C)cc(C)c2cc1C#N
[13] COc1ccc(NC(=O)C(C2CC2)n2c(=O)c(-c3cc4ccccc4[nH]3)nc3ccccc32)cc1 (stereo unspecified)
[14] COC(=O)C1(C(=O)OC)c2cc3c(cc2CN(S(=O)(=O)c2ccc(C)cc2)C1CC(C)=O)OCO3 (stereo unspecified)
[15] CC(C)(C)NC(=O)C(c1ccc(C(F)(F)F)cc1)n1c(=O)c(-c2cc3ccccc3[nH]2)nc2ccccc21 (stereo unspecified)
compound no. | 11 | 12 | 13 | 14 | 15
CSN deneddyl inh | 0 | 5 | 4 | 3 | -4
MsrA inhibitor | 0.3 | 0.9 | 3.8 | -0.1 | -0.6
MT1-MMP act inh | 5 | 8 | 1 | 7 | -13

[16] COC(=O)C[C@@H]1C=C[C@H](NC(=O)Nc2ccc(OC)cc2)[C@@H](CO)O1
[17] Cc1ccc(S(=O)(=O)N2[C@H](CC(=O)c3ccc(Cl)c(Cl)c3)OC[C@@H]2C(C)C)cc1
[18] CCCCCCCCN1C(=O)[C@H](CC(=O)NCC2CCCCC2)C[C@@]2(C(=O)OCC)CCC=C12
[19] CO[C@@H]1CN(C)C(=O)c2cc(NC(=O)Nc3cc(F)ccc3F)ccc2OC[C@H](C)N(C(=O)c2ccccn2)C[C@@H]1C
[20] COC(=O)C[C@H]1C=C[C@H](NS(=O)(=O)c2cn(C)cn2)[C@@H](CO)O1
compound no. | 16 | 17 | 18 | 19 | 20
CSN deneddyl inh | -3 | -1 | -5 | -5 | 0
MsrA inhibitor | 1.9 | 1.3 | -0.8 | 0.2 | -0.7
MT1-MMP act inh | -4 | 3 | -3 | 1 | -1

[21] O=C(C[C@H]1C=C[C@@H](NC(=O)c2ccncc2)[C@@H](CO)O1)NCC1CC1
[22] O=C(Nc1ccc(F)cc1)C(c1ccncc1)N1CCN(C(=O)c2ccco2)CC1 (stereo unspecified)
[23] CCCCNC(=O)c1nc(C2CCN(S(=O)(=O)c3ccc(OC(F)(F)F)cc3)CC2)oc1-c1ccccc1
[24] CCOC(=O)[C@]12CCCC=C1N(Cc1ccccc1)C(=O)[C@H](CC(=O)N1CCOCC1)C2
[25] Cc1cccc(C)c1NC(=O)C(c1ccccc1F)n1c(=O)c(-c2ccco2)nc2ccccc21 (stereo unspecified)
compound no. | 21 | 22 | 23 | 24 | 25
CSN deneddyl inh | -4 | 2 | 0 | 2 | 23
MsrA inhibitor | 1.9 | -0.4 | -0.2 | -0.7 | -0.2
MT1-MMP act inh | 0 | -5 | -1 | 5 | -5

[26] Nc1ccc(CNC(=O)c2cc3cc(Cl)ccc3nc2N)cc1
[27] Cc1csc(-c2nc3ccccc3n2C(C(=O)Nc2c(C)cccc2C)C2CC2)c1 (stereo unspecified)
[28] Cc1ccc(S(=O)(=O)N2[C@@H](CCO)OC[C@H]2C(C)C)cc1
[29] CCC(CC)C(C(=O)NCc1ccccc1)N1CCN(c2cccc(C)c2C)CC1 (stereo unspecified)
compound no. | 26 | 27 | 28 | 29
CSN deneddyl inh | 2 | -4 | 1 | -3
MsrA inhibitor | 1.4 | -0.1 | -0.7 | -1.6
MT1-MMP act inh | 11 | -3 | 1 | -2

An excerpt from above in order of count of non-hydrogen atoms, lowest first.
[28] Cc1ccc(S(=O)(=O)N2[C@@H](CCO)OC[C@H]2C(C)C)cc1
[27] Cc1csc(-c2nc3ccccc3n2C(C(=O)Nc2c(C)cccc2C)C2CC2)c1 (stereo unspecified)
[25] Cc1cccc(C)c1NC(=O)C(c1ccccc1F)n1c(=O)c(-c2ccco2)nc2ccccc21 (stereo unspecified)
compound no. | 28 | 27 | 25
CSN deneddyl inh | 1 | -4 | 23
MsrA inhibitor | -0.7 | -0.1 | -0.2
MT1-MMP act inh | 1 | -3 | -5
